LEDGF integ inh – blocks HIV-1 LEDGF/p75-dependent DNA integration; TR-FRET IN-LEDGF/p75 DNA integration, Eu/Cy5; inhibition, % at 3.7 µM; 370,000 compounds, 0.64% hits; AID 743269;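 active = inhibition above the screen-wide mean plus 3 SD, cut at about 13% in these data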;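 also: signal is the Cy5 over europium emission ratio at 671 and 618 nm; 0% = plate median of compound wells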
DDE Tn6 FP inh – disrupts Tn6 cyclic peptide binding to fibrin D-Dimer-E complex; Fibrin DD(E) TRITC-Tn6 fluorescence polarization displacement; inhibition, % at 8.3 µM; 370,000 compounds, 0.21% hits; AID 720509;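 active = inhibition above a per-campaign cutoff: mean of compounds within control limits plus 3 SD, cut at about 15% in these data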;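 also: 0% = median of all compound wells on the plate and 100% = blocking peptide control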
PRMT1 FP inh – inhibitors of human PRMT1; Q99873; recombinant PRMT1, activity-based probe fluorescence polarization; inhibition, % at 2.79 µM; 370,000 compounds, 1.3% hits; AID 652257;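 active = inhibition above about 21% made by adding two undisclosed values, limit read from the data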
UHRF1 MBD2 ctr – blocks human UHRF1 binding to methylated DNA; inhibition, % at 4.4 µM; 370,000 compounds, 0.75% hits; UHRF1 binding to methylated oligo, TR-FRET; Q96T88; in the data active = inhibition above about 21%;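 also: UHRF1 SRA domain binding a hemimethylated CpG hairpin DNA probe; 0% = median of test compound wells and 100% = reference inhibitor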
Target sequence (Q96T88 whole entry, looked up, the tested form may be a part): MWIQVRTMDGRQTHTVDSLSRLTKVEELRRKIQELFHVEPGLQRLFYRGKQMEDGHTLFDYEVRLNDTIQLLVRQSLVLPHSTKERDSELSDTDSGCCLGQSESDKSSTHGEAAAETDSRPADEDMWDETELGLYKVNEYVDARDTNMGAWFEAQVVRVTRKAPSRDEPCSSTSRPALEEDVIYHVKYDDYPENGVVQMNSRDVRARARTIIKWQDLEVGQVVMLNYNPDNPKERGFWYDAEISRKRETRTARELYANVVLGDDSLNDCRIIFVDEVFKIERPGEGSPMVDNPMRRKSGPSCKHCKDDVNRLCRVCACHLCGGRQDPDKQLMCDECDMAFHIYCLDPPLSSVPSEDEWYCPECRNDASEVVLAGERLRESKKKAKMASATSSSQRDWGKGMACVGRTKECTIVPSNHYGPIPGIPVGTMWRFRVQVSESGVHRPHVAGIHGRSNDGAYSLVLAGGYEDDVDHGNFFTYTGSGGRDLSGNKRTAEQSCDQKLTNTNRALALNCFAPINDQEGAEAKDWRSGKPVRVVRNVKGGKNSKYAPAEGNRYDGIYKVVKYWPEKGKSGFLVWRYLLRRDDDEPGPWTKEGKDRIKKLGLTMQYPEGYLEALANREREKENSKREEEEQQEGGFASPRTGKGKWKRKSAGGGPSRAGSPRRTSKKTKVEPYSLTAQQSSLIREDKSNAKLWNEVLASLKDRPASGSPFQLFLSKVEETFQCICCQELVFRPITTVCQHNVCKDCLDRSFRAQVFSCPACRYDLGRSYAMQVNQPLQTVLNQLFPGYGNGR
TDP2 inh – TDP2 (human) inhibition, absorbance primary screen. recombinant TDP2, T5PNP hydrolysis, p-nitrophenol absorbance 415 nm. inhibition, % at 12.8 µM. 370,000 compounds, 0.34% hits;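 active = inhibition above the mean of all tested compounds plus 3 SD, set per campaign, cut at about 25% in these data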;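 also: 0% = DMSO with enzyme and 100% = buffer with substrate but no TDP2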
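Read-out basis: percent inhibition. System: recombinant human TDP2. Buffer or medium: Mg2+-containing Tris-HCl buffer, pH 7.5. Repeats: single replicate. Timing: reaction 2 h, 37 °C. Benchmarks: high control without enzyme, low control DMSO plus TDP2. Probe or stimulus: 5 mM T5PNP. Doses: 12.8 µM only. Measured by: epi absorbance of p-nitrophenol freed from T5PNP by hydrolysis.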
SIAE primary – human SIAE inhibition, primary screen; AID 1053197; 370,000 compounds, 0.69% hits; inhibition, % at 9.66 µM; SIAE FP-Rh probe binding, fluorescence polarization;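 active = inhibition above a cutoff: mean of compounds within the control limits plus 3 SD of those, cut at about 17% in these data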;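 also: 0% = plate median of compound wells and 100% = probe without SIAE protein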
KLK7 zymogen act – proKLK7 (human) activation, primary screen; P49862; AID 652039; purified proKLK7, EDANS-DABCYL substrate fluorescence; 100% is mature enzyme control, 0% vehicle; 370,000 compounds, 0.9% hits; activation, % at 7 µM;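 active = activation above the mean of all tested compounds plus 3 SD, computed per campaign excluding outliers beyond control limits, cut at about 13% in these data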
Target sequence (P49862 whole entry, looked up): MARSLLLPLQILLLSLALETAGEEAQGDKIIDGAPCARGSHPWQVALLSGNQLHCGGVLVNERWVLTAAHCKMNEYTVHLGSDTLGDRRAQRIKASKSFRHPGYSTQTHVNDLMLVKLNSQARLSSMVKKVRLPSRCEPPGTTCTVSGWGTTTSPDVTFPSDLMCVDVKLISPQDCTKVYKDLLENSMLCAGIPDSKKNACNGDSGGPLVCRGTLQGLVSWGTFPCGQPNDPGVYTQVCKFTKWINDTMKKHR
MBD2 inh – MBD2-methylated oligo binding inhibition | TR-FRET, MBD2 binding to methylated oligonucleotide | inhibition, % at 4.4 µM | 370,000 compounds, 0.31% hits; in the data active = inhibition above about 13%
TCR-CD3 inh – blocks the human TCR-CD3 interaction; TAMRA-labeled TCR probe fluorescence, biochemical; inhibition, % at 9.4 µM; 360,000 compounds, 0.37% hits; in the data active = inhibition above about 19%;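 also: recombinant mutant TCR 2C K166C tagged with TAMRA read by polarization; 0% = receptor in buffer alone and 100% = receptor with positive control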
DDE Tn7 FP inh – DD(E)-Tn7 binding inhibition, primary FP screen; FP displacement of FITC-Tn7 peptide from fibrin DD(E); 0% = median of compound wells per plate; 370,000 compounds, 0.13% hits; inhibition, % at 8.3 µM; AID 720508; P02675;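 active = inhibition above the mean of compounds falling within the control limits plus 3 SD of them, cut at about 14% in these data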;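 also: 0% = plate median of compound wells and 100% = 10 µM Aha-Tn7 peptide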
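Assay system: Human fibrin DD(E) protein | Medium: Tris buffer with calcium and detergent, pH 7.8 | Reagent: 0.1 µM fluorescent Tn7 | Compound dosing: Single point at 8.3 µM | Times: 10 min preincubation, 3 h with tracer, room temperature | Detection: Fluorescence polarization of the labelled Tn7 tracer | Controls: Aha-Tn7 high control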
* = called active by the depositor; . = not tested or not shown.

SMILES	LEDGF integ inh	DDE Tn6 FP inh	PRMT1 FP inh	UHRF1 MBD2 ctr	TDP2 inh	SIAE primary	KLK7 zymogen act	MBD2 inh	TCR-CD3 inh	DDE Tn7 FP inh
NC(=O)c1ccc(NC(=O)COC(=O)CCN=C2NS(=O)(=O)c3ccccc32)cc1	3	-6	1	-1	4	-6	-0.3	-1	0	-3
O=C1C2CCCN2C(c2cccc(Br)c2)N1c1ccc(F)cc1 (stereo not given)	-3	9	3	1	2	-5	0.5	4	7	2
O=c1cc(CNc2cc(Cl)ccc2Cl)nc2sccn12	-7	1	2	0	-1	1	-11	2	1	5
Cc1ccc(-n2ncc3c(=O)[nH]c(SCC(=O)NCC4CCCO4)nc32)cc1 (stereo not given)	-5	-4	5	2	-3	5	-0.1	1	-2	1
c1ccc(-n2ncc3c(NCc4ccc5c(c4)OCO5)ncnc32)cc1	5	-3	1	3	-3	-5	-0.1	9	-4	-2
CCOc1nc(Nc2ccc(OC)cc2)nc(OCC)n1	1	11	-4	10	5	0	-0.8	3	17	-2
Clc1ccc(OCc2nnnn2-c2ccccc2)cc1	0	5	-1	0	1	5	0.3	2	0	0
Cc1cc(OCc2cn3cccnc3n2)ccc1Cl	1	-4	0	-3	3	5	0.2	-4	6	-6
COCCC1CCCCN1C(=O)c1cccc(OC2CCN(S(C)(=O)=O)CC2)c1 (stereo not given)	1	8	1	-3	-5	4	-0.2	0	4	5
O=C(NC(Cc1ccccc1)C(=O)O)/C(=C\c1ccco1)NC(=O)c1ccc(Br)cc1 (stereo not given)	22*	-2	35*	7	-18	-6	0.0	1	11	-2
S=C(NCC1CC1)N/N=C/c1ccccc1Cl	-2	2	1	0	-11	5	0.2	-1	-3	-3
Cc1cc(NC(=O)CCN2C(=O)C3C4C=CC(C4)C3C2=O)c2ccccc2n1 (stereo not given)	-1	3	-1	-1	6	-5	0.1	1	5	0
CCCS(=O)(=O)c1c(S(=O)(=O)CCC)c2ccc(C(N)=O)cn2c1C(=O)c1ccc(F)cc1	0	2	5	1	5	-4	-0.3	-4	1	-4
Cn1cccc1CC(=O)N/N=C/c1ccc(Cl)cc1	-4	0	1	-2	-7	2	0.5	-1	-1	-2
CC(=O)NCc1ccc(C(=O)CCl)s1	2	-8	2	1	-4	-2	0.9	-2	2	9
Cc1nc2ncccn2c1-c1csc(Nc2ccc(S(N)(=O)=O)cc2)n1	-4	-1	1	-6	5	2	0.4	-1	6	-1
O=C(COC(=O)c1cnccn1)NCc1ccccc1Cl	1	-1	-5	-2	11	-3	0.2	-2	2	6
CCOC(=O)c1cc(Sc2ccccc2N)cc(C(=O)OCC)n1	7	-6	-2	-2	0	2	-0.5	0	4	-4
C/C(=N\NC(=O)c1c(C)nc2ccccn12)c1ccco1	1	1	-2	-1	-3	0	0.6	1	-2	-2
COc1ccc(OC)c(S(=O)(=O)N2CCCCC2C(=O)N2CCN(c3ccccn3)CC2)c1 (stereo not given)	4	-3	3	4	-11	-3	-0.6	-1	-6	-1
COc1ccc(-n2c(CN3CCOCC3)nc3ccc([N+](=O)[O-])cc3c2=O)c(OC)c1	2	-7	11	2	-8	6	-1.1	-3	0	-4
Cc1ccc2c(c1)-c1c(cnn1CC(=O)NCCc1ccc(Cl)cc1)CO2	-3	-3	3	1	-1	6	0.5	2	.	8
CCOC1=C2[C@H](c3ccccc3)N(S(=O)(=O)c3ccc(C)cc3)[C@H](C(C)C)[C@H]2n2c(=O)n(-c3ccccc3)c(=O)n2C1	1	-5	-5	-2	10	-6	0.0	-3	2	-16
CCCCOc1cccc(C(=O)N(Cc2ccco2)C2CCS(=O)(=O)C2)c1 (stereo not given)	1	1	-5	-2	3	-2	0.7	2	0	6
O=C(c1cc2ccccc2oc1=O)N(Cc1ccc2c(c1)OCO2)Cc1ccco1	3	-3	2	2	-6	-6	0.8	-2	-4	1
COc1ccc(-c2noc(CCC(=O)NC3CCCCC3)n2)cc1	2	5	-7	0	-15	-12	0.3	-1	5	1
Cc1cccc(CC(=O)N2CCN(C(=O)c3ccco3)CC2)c1	-2	2	0	-2	4	0	0.2	1	-3	-7
CC(C)COC(=O)N1CCCCC1c1cc(C(=O)Nc2ccccc2)no1 (stereo not given)	5	8	-3	1	-1	-6	0.5	0	6	-4
COc1cccc(N2CCN(S(=O)(=O)c3cc4c(cc3Cl)NC(=O)CO4)CC2)c1	7	-2	-4	-2	-1	8	-0.4	-8	-6	10
Cc1cc(C)cc(NC(=O)CSc2nc3nc(C)cc(C)n3n2)c1	4	7	0	1	4	-4	-0.1	-1	3	-4
COC(=O)CCNC(=O)CCc1ccc(S(=O)(=O)N2CCCCCC2)cc1	-5	-2	0	0	13	0	0.1	0	2	-1
O=C(NCc1ccccn1)c1cc(S(=O)(=O)N2CCCCC2)ccc1Cl	-3	6	0	10	4	6	-0.3	4	4	12
Cc1cccc(NS(=O)(=O)c2cc(C(=O)N3CCCC3)ccc2Cl)c1	-4	4	-5	0	5	2	0.2	0	-6	-6
COc1ccc(/C=C/C(=O)OCC(=O)NC2CC2)c(OC)c1	-2	-2	1	-3	5	1	-0.1	-8	-6	3
CC(C)C[C@H](NC(=O)[C@@H](O)[C@H](N)Cc1ccccc1)C(=O)O	2	-2	2	0	6	3	-0.2	-1	-3	-2
CCN1CCN(c2nc(Nc3cccc(OC)c3)nc(N)c2[N+](=O)[O-])CC1	-4	2	-1	3	-10	-5	0.1	3	-3	-4
Cc1ccccc1S(=O)(=O)NCC[C@@H]1CC[C@@H](NC(=O)C2CCCC2)[C@@H](CO)O1	-2	3	-2	-1	0	11	-0.2	-2	2	-1
COc1ccc(C(=O)N2CCCC(C(=O)c3ccccc3OC)C2)cc1OC (stereo not given)	2	3	-2	2	14	-2	0.8	2	10	6
Cc1cccc(C(=O)OC(C)C(=O)Nc2ccc(S(=O)(=O)Nc3ncccn3)cc2)c1C (stereo not given)	1	3	-5	3	-2	2	-0.8	-2	1	1
CCOC(=O)c1ccccc1NC(=O)CSc1nc2c(sc(=S)n2CC)c(=O)[nH]1	2	-9	19	0	-5	-2	0.5	1	1	-7
CCOC(=O)c1sc(NC(=O)CSc2nnnn2-c2ccc(C)cc2)c(C(=O)OCC)c1C	-1	-8	-1	0	7	4	0.6	8	-2	-5
O=C(Nc1nccs1)c1nc[nH]c1C(=O)N1CCc2ccccc2C1	0	3	3	1	-6	0	-0.5	-1	6	-9
C[C@]12C(=O)N(c3cccc(Cl)c3)C(=O)N1[C@@H]1c3ccccc3OC[C@@H]1[C@H]2c1ccccc1	1	-3	1	-2	3	-4	0.5	-1	1	7
CCOC(=O)CSC1=C(C#N)C(c2ccccc2OCC)C(C#N)C(=O)N1 (stereo not given)	-3	0	11	2	-5	7	1.9	0	-5	-3
CCOC(=O)C1CCCN(Cc2cccc(Cl)c2)C1 (stereo not given)	0	2	-4	0	5	6	-0.3	4	1	4

Ordered by value in TCR-CD3 inh (low to high): 3 from the list above
| SMILES | TCR-CD3 inh |
| --- | --- |
| CCOC(=O)CSC1=C(C#N)C(c2ccccc2OCC)C(C#N)C(=O)N1 (stereo not given) | -5 |
| CCN1CCN(c2nc(Nc3cccc(OC)c3)nc(N)c2[N+](=O)[O-])CC1 | -3 |
| O=C(NCc1ccccn1)c1cc(S(=O)(=O)N2CCCCC2)ccc1Cl | 4 |

The list goes on:
SMILES	LEDGF integ inh	DDE Tn6 FP inh	PRMT1 FP inh	UHRF1 MBD2 ctr	TDP2 inh	SIAE primary	KLK7 zymogen act	MBD2 inh	TCR-CD3 inh	DDE Tn7 FP inh
O=C1CC(N2CCOCC2)C(=O)N1CCc1ccccc1 (stereo not given)	-1	-1	5	5	-5	-7	0.0	8	-4	-2
Cc1ccc(-n2c(SCC(=O)Nc3ccc4cn[nH]c4c3)nnc2-c2ccccc2)cc1	4	6	-6	-2	-17	-106	0.2	1	.	-5
Cn1c(NC(=O)C[n+]2cc(-c3ccc(Cl)cc3)n3c2CCC3)cc(=O)n(C)c1=O	3	-8	-1	-1	7	-5	-0.4	0	4	-7
COCOc1ccc(C=O)cc1OCOC	-1	3	1	2	9	2	-0.7	2	-6	-2
C[C@@H]1CCCCO[C@@H](CN(C)C(=O)Nc2ccccc2)[C@@H](C)CN([C@H](C)CO)C(=O)c2cc(NC(=O)NC3CCCCC3)ccc2O1	0	1	4	0	-3	7	0.0	4	1	3
Cc1ccc(NC(=O)c2ccccc2-c2ccccc2C(=O)O)cc1	-1	4	-1	1	-2	-8	-0.1	2	4	4
Cc1cccc(N2C(=O)C(Oc3ccc(Cl)cc3Cl)C2C(=O)O)c1C (stereo not given)	0	4	1	0	8	-6	0.2	-1	0	1
Cc1ccccc1-c1cnc(C(O)c2ccc(F)cc2)[nH]1 (stereo not given)	-4	14	-3	0	3	2	0.5	-1	13	-1
c1ccc(-c2nc(NCCCn3ccnc3)c3oc4ccccc4c3n2)cc1	3	4	-1	-4	-4	-3	0.8	-9	2	4
CC1CN(C(=O)COC(=O)c2ccc(F)cc2Cl)CC(C)O1 (stereo not given)	-4	-1	6	5	0	0	0.3	-2	5	-7
CC1C(O)=C(c2nc3ccccc3[nH]2)C(=N)N1c1ccccc1 (stereo not given)	-5	-5	4	3	-9	0	-1.2	6	-2	1
COc1cc(C(C)=O)ccc1Oc1ccc(S(=O)(=O)N2CCOCC2)cn1	-1	-4	-5	-1	-13	12	0.3	-2	7	4
CCc1sc(C(=O)NC(C)C2CCCO2)cc1Br (stereo not given)	-1	3	0	1	4	-1	0.7	-4	6	8
CCn1nc2cc(C(=O)NCc3cc(C(F)(F)F)cc(C(F)(F)F)c3)ccc2c1OC	-6	1	3	-3	-9	2	-9.9	0	8	4
COc1ccc(S(=O)(=O)Cc2ccc(C(=O)N3CCN(c4ccc(Cl)cc4)CC3)o2)cc1	-3	2	1	0	-5	-4	1.3	0	1	-2
CC1=C(C(=O)OCc2ccccc2)C(c2cccc(F)c2)NC(=O)N1 (stereo not given)	0	3	-1	-3	-5	4	0.7	-7	7	2
Cc1nc(C(=O)NNC(=O)c2cccc(Cl)c2)c(C(F)(F)F)o1	-3	-1	2	-1	1	13	0.2	-3	-8	9
Cc1ccccc1C(=O)OCC(=O)Nc1cccc(S(=O)(=O)N2CCCCC2)c1	-5	-4	3	3	-3	-19	0.6	0	-9	-4
Cc1ccc(N2C(=O)C(Cl)=C(N3CCN(C)CC3)C2=O)c(C)c1	2	4	14	0	4	8	-0.6	-4	7	-3
CCOC(=O)C1CCN(c2c(NCCCN3CCN(Cc4ccccc4)CC3)c(=O)c2=O)CC1	5	2	0	-3	6	1	0.8	0	5	-3
